Screening data (PubChem BioAssay)
PV pol inh: poliovirus RNA polymerase inhibition; poliovirus polymerase elongation, fluorescence polarization; active compounds read low; actives 0.66% (n = 150,000); % elongation, % (compound at 16.7 µg/mL); P03300; in the data active = % elongation below about 90%; also: some results filed as inactive read as strong as hits
Target sequence (P03300 1749-2209 limits assumed): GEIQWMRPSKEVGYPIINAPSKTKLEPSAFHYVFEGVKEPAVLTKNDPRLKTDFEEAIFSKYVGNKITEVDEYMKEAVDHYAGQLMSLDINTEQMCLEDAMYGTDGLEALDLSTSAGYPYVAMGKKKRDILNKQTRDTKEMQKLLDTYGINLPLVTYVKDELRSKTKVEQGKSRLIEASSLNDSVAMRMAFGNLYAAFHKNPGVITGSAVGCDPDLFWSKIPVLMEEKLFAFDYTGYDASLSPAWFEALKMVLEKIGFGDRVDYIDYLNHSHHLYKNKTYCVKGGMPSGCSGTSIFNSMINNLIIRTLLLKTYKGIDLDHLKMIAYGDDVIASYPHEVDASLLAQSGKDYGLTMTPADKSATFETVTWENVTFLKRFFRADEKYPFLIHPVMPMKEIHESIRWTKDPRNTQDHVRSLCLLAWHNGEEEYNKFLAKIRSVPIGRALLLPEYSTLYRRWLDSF
PV pol inh FP z-score: second read-out of PV pol inh, no call of its own (marks repeat the call); z-score; measured here: FP z-score; hits read low
The depositor's hits bear a star. These rows are one share of the data. The share of hits here may be higher or lower than overall.

SMILES	PV pol inh	PV pol inh FP z-score
Cc1ccc(NC(=O)CSc2nc(=O)cc(N)n2CCc2ccccc2)cc1	101	-0.4
O=C(O)CC1=C(c2cccs2)CCC1=O	102	0
COc1ccc(-c2nc(CNS(=O)(=O)N(C)C)cs2)cc1	105	1.3
COc1ccc(CCNC(=O)Cn2nc(C)n3c(cc4cc(F)ccc43)c2=O)cc1OC	114	2.5
COc1cccc(CNC(=O)c2cc(-c3cccc(OC)c3)n[nH]2)c1	111	0.7
CC(C)N(C(=O)Nc1ccccc1F)c1ccccc1	102	0.1
CCSCC1COC(c2cccn2Cc2ccc(F)cc2)=N1 (stereo unspecified)	101	-0.3
Cc1ccccc1CCNC(=O)c1ccc2c(c1)nc1n2CCOC1	108	0
CCC1CCCCN1CC(=O)N1CCCc2c1c(=O)oc1ccc(OCc3ccccc3)cc21 (stereo unspecified)	100	-1.5
COc1ccc(NC(=O)Cc2c[nH]c3ccccc23)cc1	103	0.7
Cc1ccc(CN2CCc3ccccc3C2)o1	100	0
CCC(C)N(CN1C(=S)SC2=NC(=O)CCCN21)C(C)CC (stereo unspecified)	101	0.2
CCCN1CCN(CCCNC(=O)Cn2c(-c3cccs3)cc3ccccc32)CC1	107	-0.5
COc1cc(-c2nnc(COC(=O)C3=NN(c4cc(C)ccc4C)C(=O)CC3)o2)cc(OC)c1OC	104	0.3
Clc1cccc(-n2ncc3c(N4CCCCCC4)ncnc32)c1	111	0.6
Cc1cc(C)c2c(N)c(-c3nnc(SCc4ccc(Cl)cc4)n3C)sc2n1	108	0.6
CC(=O)NC1C(=O)N=C(SCC(=O)NC(C)c2ccccc2)NC1=O (stereo unspecified)	103	0.4
CCOc1ccc(C(=O)Nc2cccc(OCc3cc(=O)n4ccccc4n3)c2)cc1	102	-1
O=C(Cn1c(=O)oc2cc(S(=O)(=O)N3CCCCCC3)ccc21)Nc1ccc(F)cc1F	106	0
COc1ccccc1N1CCN(c2ncnc3onc(-c4ccc(F)cc4)c23)CC1	103	-0.1
CCn1c(NCc2ccc(OC)c(OC)c2)nc2ccccc21	105	0
CCn1c(SCc2nc3ccccc3c(=O)[nH]2)nnc1-c1ccccc1F	99	-0.9
CC12CC3(C)CC(C)(C1)CC(C(=O)NN)(C2)C3	104	0.2
Cc1cccn2c(=O)c(/C=C3\SC(=S)NC3=O)c(NCc3ccco3)nc12	102	0.1
CCC(NC(=O)Nc1ccc(OC)c(OC)c1)c1c(-n2cccc2)sc2c1CCN(C)C2 (stereo unspecified)	108	-0.2

Some values from above:
Reading of CCCN1CCN(CCCNC(=O)Cn2c(-c3cccs3)cc3ccccc32)CC1 under PV pol inh: 107
Reading of CCC(C)N(CN1C(=S)SC2=NC(=O)CCCN21)C(C)CC (stereo unspecified) under PV pol inh FP z-score: 0.2
Reading of CCC(NC(=O)Nc1ccc(OC)c(OC)c1)c1c(-n2cccc2)sc2c1CCN(C)C2 (stereo unspecified) under PV pol inh FP z-score: -0.2
Reading of Cc1cc(C)c2c(N)c(-c3nnc(SCc4ccc(Cl)cc4)n3C)sc2n1 under PV pol inh: 108
Reading of CCC1CCCCN1CC(=O)N1CCCc2c1c(=O)oc1ccc(OCc3ccccc3)cc21 (stereo unspecified) under PV pol inh: 100
Reading of CCSCC1COC(c2cccn2Cc2ccc(F)cc2)=N1 (stereo unspecified) under PV pol inh FP z-score: -0.3

Returning to the listing; the 5 compounds before the break are reprinted first.
SMILES	PV pol inh	PV pol inh FP z-score
CCn1c(NCc2ccc(OC)c(OC)c2)nc2ccccc21	105	0
CCn1c(SCc2nc3ccccc3c(=O)[nH]2)nnc1-c1ccccc1F	99	-0.9
CC12CC3(C)CC(C)(C1)CC(C(=O)NN)(C2)C3	104	0.2
Cc1cccn2c(=O)c(/C=C3\SC(=S)NC3=O)c(NCc3ccco3)nc12	102	0.1
CCC(NC(=O)Nc1ccc(OC)c(OC)c1)c1c(-n2cccc2)sc2c1CCN(C)C2 (stereo unspecified)	108	-0.2
CC(=O)NCCNC(=O)CCCc1nnc2n(CCC(C)C)c(=O)c3sccc3n12	107	-0.9
Cc1cc(-c2ccc(S(=O)(=O)Nc3ccccc3)s2)n[nH]1	101	0
NNC(=O)c1ccccc1	102	0
Clc1ccc(C(c2ccccc2)c2c[nH]c3ccccc23)s1 (stereo unspecified)	109	0.7
N#CCCS(=O)(=O)c1ccc(Oc2ccc(S(=O)(=O)CCC#N)cc2)cc1	102	-0.2
COc1ccc(CC(=O)NCC(c2ccc(N(C)C)cc2)N2CCOCC2)cc1OC (stereo unspecified)	109	0.6
Cc1ccc(NC(=O)Cn2c(=O)cc(-c3ccccc3)c3c(C)nn(C)c32)c(Cl)c1	110	1.1
CCN1CCN(Cc2c(O)ccc3oc(C)c(C(=O)Nc4ccc(OC)cc4)c23)CC1	105	-0.4
CNC(=O)C1=C(C)Nc2nc3ccccc3n2C1c1ccc(F)cc1 (stereo unspecified)	101	0.2
Cc1ccc(N)cc1NS(C)(=O)=O	99	-0.6
CC(=O)c1cccc(NC(=O)CSc2nc3c(=O)n(C)c(=O)n(C)c3n2C)c1	112	1.5
Cc1cc2n(n1)C(c1cccnc1)Nc1ccccc1-2 (stereo unspecified)	99	-0.5
Cc1noc(C)c1COC(=O)C1=NNC(=O)CC1	103	-0.1
CC(C)(C)Nc1ncnc2c1cnn2Cc1ccccc1	100	-0.7
CSc1ccccc1NC(=O)CC(=O)Nc1ccccc1SC	99	-0.1
Cc1cc(Br)ccc1NC(=O)Cn1cc(S(=O)(=O)N2CCN(c3ccccc3F)CC2)c2ccccc2c1=O	110	0.4
CN1CCN(C=Nc2nc3ccccc3nc2N2CCCC2)CC1	99	-0.3
Cc1ccc2nc(NC(=O)CSc3nccn3Cc3ccccc3)sc2c1	102	-1.4
COc1cccc(C(=O)Nc2ccc(-n3nncc3-c3ccccc3)cc2)c1OC	107	-0.2
O=C(O)c1cc2cc(Cl)cc(Br)c2oc1=O	100	-0.2
COc1ccccc1-c1cc(C(F)(F)F)nc(S(=O)(=O)CCCC(=O)Nc2cc(OC)c(OC)c(OC)c2)n1	102	-0.3
Clc1ccccc1OCCn1cc(/C=N/n2cnnc2)c2ccccc21	100	-0.1
CCc1cccc(NC(=O)C2CCCN2S(=O)(=O)c2ccc3nc(-c4ccccc4)[nH]c3c2)c1 (stereo unspecified)	106	-0.1
COCCNC(=O)Cn1nc(C(F)(F)F)cc1C	101	-0.1
COc1ccc(CN2CC(C(=O)O)CC2=O)cc1 (stereo unspecified)	102	0.2

In the list so far, these have a CF3 group.
SMILES	PV pol inh	PV pol inh FP z-score
COc1ccccc1-c1cc(C(F)(F)F)nc(S(=O)(=O)CCCC(=O)Nc2cc(OC)c(OC)c(OC)c2)n1	102	-0.3
COCCNC(=O)Cn1nc(C(F)(F)F)cc1C	101	-0.1

(listing goes on)
SMILES	PV pol inh	PV pol inh FP z-score
CCc1cc(=O)[nH]c(SCc2nc(-c3ccccc3C)no2)n1	110	0.6
Cc1ccc(NC(=O)Cc2ccc(NC(=O)N3CCCCc4ccccc43)cc2)cc1Cl	104	-0.2
O=C(N/N=C1\CC(=O)c2ccccc21)c1ccc(CSc2nc3ccccc3o2)cc1	96	-0.7
CCCc1cc(=O)oc2c(C)c3oc(C)c(C)c3cc12	102	0.2
CCOC(=O)CC1=Nn2c(nnc2C2CCCCC2)SC1	105	0.3
Nc1ccc(C(=O)NN=C2C3CC4CC2CC(O)(C4)C3)cc1	100	0.2
Cc1ccc2c(c1)CC(C)N2S(=O)(=O)c1nnc(NC(=O)C(C)C)s1 (stereo unspecified)	107	-0.4
Cc1ccc(C)c(SCC(=O)NC(=O)NC2CCCC2)c1	105	0.1
CCOC(=O)c1c(C)[nH]c(C)c1S(=O)(=O)N1CCN(c2cccc(C(F)(F)F)c2)CC1	107	0.2
O=C(CCn1ccnc1)OCc1ccccc1	108	0.8
Cn1c(=O)c2sccc2n2c(CCCC(=O)NC3CCCCC3)nnc12	113	-0.2
Cc1nc2c(C(=O)NCCc3ccc(Cl)cc3)c[nH]n2c(=O)c1Cc1ccccc1F	106	0.4
CCCCSc1nnc2n(-c3ccc(OC)cc3)c(=O)c3c4c(sc3n12)COC(C(C)C)C4 (stereo unspecified)	104	-0.3
O=C(/C=C1\SC(=O)NC1=O)Nc1ccc(F)cc1	102	-0.1
Cc1c(Cl)cccc1NC(=O)C(C)n1c(=O)cc(C)c2c(C)nn(-c3ccccc3)c21 (stereo unspecified)	106	0
COc1ccccc1CNC(=O)c1ccc(-c2nc(CS(=O)c3ccccc3)c(C)o2)cc1 (stereo unspecified)	109	0.3
Cc1cc(-c2ccc(S(=O)(=O)NC3CCCc4ccccc43)s2)n[nH]1 (stereo unspecified)	102	0.5
CN1CCN(c2ccc(NS(=O)(=O)c3cccc4nonc34)cc2)CC1	105	0.5
CCCCn1c(-c2ccc(C)cc2)c(C)n2c3c(=O)n(C)c(=O)n(C)c3nc12	104	0.2
N=c1c2c(-c3ccccc3)c(-c3ccccc3)oc2ncn1CCCO	101	-0.1
Cn1c(=O)n(C)c2cc(N3CCOCC3)c(NC(=O)c3c(F)cccc3F)cc21	100	-1.4
Cc1ccc(C)c(C(=O)COC(=O)c2ccc[nH]c2=O)c1	99	-0.5
CCN1CCc2c(sc(-n3cccc3)c2C(C)NC(=O)Nc2ccc(Br)cc2)C1 (stereo unspecified)	121	1.7
CN(C)CCC(=O)c1ccc2c(c1)OCCCO2	110	0.5
COc1cccc(-c2nc(-c3cc(C)n(C4CC4)c3C)cs2)c1OC	111	1.2

Next part:
SMILES	PV pol inh	PV pol inh FP z-score
O=c1c(CN2CCN(Cc3ccccc3)CC2)coc2ccccc12	98	-0.2
COC(=O)c1ccccc1NC(=O)c1ccc(-c2nc(CSc3ccc(C)cc3)c(C)o2)cc1	115	1.3
CC(C)=C1N=C(c2ccc(Cl)cc2)OC1=O	104	1
Cc1c(O)nc(SCC(=O)Nc2ccc(Cl)cc2Cl)n(-c2ccc(F)cc2)c1=O	101	-0.5
CC(Cn1c(=S)[nH]c2c(oc3ccccc32)c1=O)c1ccccc1 (stereo unspecified)	102	0.2
CCN(CC)C(=O)N1c2ccccc2Sc2ccccc21	102	0.1
CCC(=O)N1CCc2cc(S(=O)(=O)NC(C(=O)NCCc3ccc(Cl)cc3)C(C)C)ccc21 (stereo unspecified)	108	0.6
CC(C)(C)OC(=O)N1CCC(c2c(C(=O)NCCN3CCOCC3)cnn2-c2ccc(F)cc2F)CC1	108	0.4
C=CCOc1ccc(NC(=O)c2ccc(C)cc2)cc1	100	-1
CCCCn1c(SCC(=O)NCc2cccs2)nnc1C(CC)N(C)C (stereo unspecified)	102	0
COc1ccc(C2CC(=O)Nc3c2c(=O)[nH]c2nc4ccccc4n32)cc1 (stereo unspecified)	105	0.1
O=C(Nc1ccc(F)c(Cl)c1)c1cc(S(=O)(=O)N2CCC3(CC2)OCCO3)ccc1F	101	0.2
Cc1ccccc1Nc1c(-c2ccsc2)nc2c[n+](CC(N)=O)ccn12	100	0
Cc1cccc(N2CCN(C(=O)COc3ccc(C#N)cc3)CC2)c1C	101	-0.2
O=C(CNc1ccccc1)N/N=C/c1ccc(O)cc1	95	-0.4
COc1cc(CN(C(=O)c2ccc(C)cc2)C2CCS(=O)(=O)C2)cc(OC)c1OC (stereo unspecified)	109	0.5
Cc1ccc2c(c1)c1c(n2CC(O)CO)C(=O)CCC1 (stereo unspecified)	100	0.2
Cc1ccccc1CC#N	98	-0.9
CC(C1CC2CCC1C2)n1c(SCC(=O)c2ccc(Cl)s2)nnc1-c1cccs1 (stereo unspecified)	108	0.7
Cn1c(SCC(=O)Nc2cc(C(C)(C)C)nn2-c2ccccc2)nnc1C1CC1	101	-0.4
COc1cccc(C2N(Cc3ccccc3)C(=O)C2(F)F)c1OC (stereo unspecified)	89*	-6*
CCOc1ccc(-c2c(C)nn3c(C)c(C(=O)NCc4ccc(Cl)cc4)cnc23)cc1OCC	102	-0.2
O=C(NCc1ccccc1Cl)c1ccc2c(Cl)c3c(nc2c1)CCCC3	101	-0.8
CN1CCN(S(=O)(=O)c2ccc(Oc3ccc(Br)cc3Cl)nc2)CC1	101	0
CC(C)(C)c1ccc(-c2nc(=S)[nH][nH]2)cc1	97	-1.2

Additional structures follow.
SMILES	PV pol inh	PV pol inh FP z-score
COc1ccc(CC(=O)N2CCc3cc(OC)c(OC)cc3C2COc2cc(C)cc(C)c2)cc1OC (stereo unspecified)	115	1.4
OCc1ccccc1CN1CCOCC1	103	0
Cc1cccc(CNC(=O)c2ccc(NC(=O)N3CCSc4ncccc43)cc2)c1	109	0.6
CC(C)NC(=O)CC(C)c1ccccc1 (stereo unspecified)	101	-0.1
O=C(NCc1ccc2c(c1)OCO2)c1ccccc1CSc1nc2ccccc2o1	101	0
Nc1ccc2c(c1)nc(-c1ccccc1)c1cc(N)ccc12	112	0.9
CSc1nc2c(sc(=S)n2-c2ccccc2C)c(=O)n1-c1ccccc1C	97	-2.1
CCc1ccc(Nc2cc(=O)n(C3CCCCC3)c(=O)[nH]2)cc1	103	0.6
O=C(CSc1nc2ccccc2o1)NCC1COc2ccccc2O1 (stereo unspecified)	103	0.2
O=C(CSc1oc(-c2ccccc2)nc1S(=O)(=O)c1ccccc1)c1ccccc1	101	-1.2
CC1=Nc2cc(C(=O)NCc3cccnc3)ccc2Sc2ccccc21	104	0.6
Cn1c(=O)n(Cc2c(F)cccc2Cl)c(=O)c2c1nc1n2CCN1c1ccc(F)cc1	113	1.4
COc1cccc(C2C(C(=O)Nc3ccccc3)=C(C)Nc3nc(-c4ccccc4)nn32)c1 (stereo unspecified)	105	0.1
CCOC(=O)c1cccc(N2C(=O)C3C(C(=O)NC4CC4)C4(C)C=CC3(O4)C2C(=O)NC(C)(C)C)c1 (stereo unspecified)	101	0.1
C=C(C)c1cccc(C(C)(C)NC(=O)Nc2ccc(C)cn2)c1	103	0.2

Retrieved by structure from the entries so far (5):
SMILES	PV pol inh	PV pol inh FP z-score
Cc1cccc(CNC(=O)c2ccc(NC(=O)N3CCSc4ncccc43)cc2)c1	109	0.6
Nc1ccc2c(c1)nc(-c1ccccc1)c1cc(N)ccc12	112	0.9
O=C(CSc1nc2ccccc2o1)NCC1COc2ccccc2O1 (stereo unspecified)	103	0.2
CCOC(=O)c1cccc(N2C(=O)C3C(C(=O)NC4CC4)C4(C)C=CC3(O4)C2C(=O)NC(C)(C)C)c1 (stereo unspecified)	101	0.1
O=C(CSc1oc(-c2ccccc2)nc1S(=O)(=O)c1ccccc1)c1ccccc1	101	-1.2
